Assay outcomes as filed in PubChem BioAssay.
ROC1-CUL1 inh: blocks human RBX1-Cullin-1 di-ubiquitin formation; hit rate 0.6% among 140,000; in vitro K48 di-Ub FRET, acceptor:donor ratio, 45 min; AID 1347404; inhibition, % at 10 µM; P62877+Q13616; in the data active = inhibition above about 25%
Target sequence (P62877 whole entry, looked up): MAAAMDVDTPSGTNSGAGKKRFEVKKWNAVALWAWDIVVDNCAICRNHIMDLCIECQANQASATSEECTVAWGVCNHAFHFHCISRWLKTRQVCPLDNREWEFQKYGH
Target sequence (Q13616 whole entry, looked up): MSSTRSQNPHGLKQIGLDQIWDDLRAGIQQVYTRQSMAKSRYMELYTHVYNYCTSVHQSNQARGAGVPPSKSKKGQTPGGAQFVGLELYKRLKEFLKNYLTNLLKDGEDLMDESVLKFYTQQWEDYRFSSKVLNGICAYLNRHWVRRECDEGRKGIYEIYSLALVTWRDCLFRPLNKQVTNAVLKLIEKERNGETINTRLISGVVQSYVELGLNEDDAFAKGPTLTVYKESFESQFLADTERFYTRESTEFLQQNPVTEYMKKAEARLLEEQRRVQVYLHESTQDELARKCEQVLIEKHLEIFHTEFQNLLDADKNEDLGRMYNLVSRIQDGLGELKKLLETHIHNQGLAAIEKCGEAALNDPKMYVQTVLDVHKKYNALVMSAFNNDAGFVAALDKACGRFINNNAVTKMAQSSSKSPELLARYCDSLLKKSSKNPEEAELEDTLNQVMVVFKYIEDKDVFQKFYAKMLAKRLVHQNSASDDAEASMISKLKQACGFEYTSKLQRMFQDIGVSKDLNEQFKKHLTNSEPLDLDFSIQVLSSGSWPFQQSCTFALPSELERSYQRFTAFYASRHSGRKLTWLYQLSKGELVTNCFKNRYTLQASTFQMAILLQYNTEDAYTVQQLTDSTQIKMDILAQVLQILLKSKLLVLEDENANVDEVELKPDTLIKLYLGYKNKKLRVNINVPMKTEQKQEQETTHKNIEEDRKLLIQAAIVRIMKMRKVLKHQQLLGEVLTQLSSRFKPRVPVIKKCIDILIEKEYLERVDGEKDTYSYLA
* = called active by the depositor.

SMILES | ROC1-CUL1 inh
CCOc1ccc(CCNC(=O)Cn2nc(CC)n3c(cc4ccccc43)c2=O)cc1 | -8.9
COc1ccc(N2C(=O)C(CC(=O)Nc3cccc(Cl)c3C)N(CCc3ccc(OC)c(OC)c3)C2=S)cc1 (stereo unspecified) | 5.8
COc1ccc(-c2csc3ncn(CC(=O)NC4CCCCC4)c(=O)c23)cc1OC | 4.8
Cc1cc(C)c2c(CC(=O)Nc3ccc(S(=O)(=O)Nc4nc(C)cc(C)n4)cc3)coc2c1 | 7.0
CCc1ccc(NC(=O)C(CC)n2c(=O)c(C(F)(F)F)nc3ccccc32)cc1 (stereo unspecified) | -2.1
O=c1[nH]c(N2CCOCC2)nc2scc(-c3ccccc3)c12 | -5.2
CCc1[nH]nc2c1C(c1ccc3c(c1)c1ccccc1n3CC)C(C#N)C(=N)O2 (stereo unspecified) | 12.5
COCc1cn(CC2CCCN(C(=O)Nc3cccc(C#N)c3)C2)nn1 (stereo unspecified) | -2.2
COc1ccc(S(=O)(=O)c2cn(Cc3ccccc3)c3ccc(OC)cc3c2=O)cc1 | -3.2
O=C(CSc1nc2ccccc2o1)Nc1ccccc1C(F)(F)F | -11.6
CCOC(=O)c1c(C)c(C(=O)NCCc2ccc(OC)cc2)c(C)n1CC | -5.1
CSc1ccc(CCNC(=O)C(C)n2c(C)c3cnn(-c4ccccc4)c(=O)c3c2C)cc1 (stereo unspecified) | 3.1
Cc1cccc(-c2n[nH]c(=S)n2N)c1 | 6.1
CN(Cc1ccccc1)Cc1c(O)ccc2c(=O)c(Oc3ccc4ccccc4c3)c(C(F)(F)F)oc12 | 1.4
O=C(COc1ccccc1)N=Nc1c(O)[nH]c2c(Br)cc(Br)cc12 | 5.5
N#Cc1c(-c2cccc(OCc3ccc(F)cc3)c2)c(C#N)c2nc3ccccc3n2c1N | 8.3
CCCCOc1ccc(CNC(=O)C2CCN(c3nnc(-n4cccc4CNc4ccc(C)cc4)s3)CC2)cc1 | -12.6
CCN1CCCC1CNCc1c(OC)ccc2ccccc12 (stereo unspecified) | 12.9
Cc1c(NS(C)(=O)=O)cccc1C(=O)Nc1ccc(F)cc1 | 8.6
Cc1onc(-c2ccc(Br)cc2)c1C(=O)Nc1ccc(Br)cc1F | -15.1
C=CCOC(=O)c1sc(N2C(=O)C(=O)C(C(=O)c3ccc(OCCCC)cc3)C2c2ccc(O)cc2)nc1C (stereo unspecified) | -5.6
O=C(Nc1cccc(F)c1)c1ccc(CN2CCCC2)cc1 | 0.5
COC(=O)CSc1nc2nc(C)cc(=O)n2[nH]1 | 15.3
O=c1c(-c2nc(-c3ccccc3)c(-c3ccccc3)[nH]2)coc2ccccc12 | -4.7
Cc1ccc(-n2ncc(C(=O)NCc3cccs3)c2C2CCN(C(=O)OC(C)(C)C)CC2)cc1 | -1.5
COc1ccc2ccc(OCc3nc(C(=O)NC(C)C4CC4)co3)cc2c1 (stereo unspecified) | -12.9
Cc1ccc(C)c(Nc2nnc(-c3ccc(C)c(S(=O)(=O)N4CCCCC4)c3)c3ccccc23)c1 | 2.1
Cc1cccc(Cl)c1OCCCN1CCOCC1 | 6.6
S=C(CN1CCCC1=S)N1CCOCC1 | -2.9
CC1(C)CC(=O)c2c(ccc3ccccc23)O1 | 16.0
CCc1ccc(NC(=O)CSc2nc(C)cc(COC)c2C#N)cc1 | 1.4
O=C(Cn1cccn1)NC1CC(=O)N(Cc2ccc(F)cc2)C1 (stereo unspecified) | 3.7
Cc1oc(-c2ccc(NC(=O)Cc3ccccc3)cc2)nc1CNC(=O)Cc1cccs1 | -2.4
COC(=O)c1cc(CNC(=O)c2ccccn2)cc(NS(=O)(=O)c2cccc(C(F)(F)F)c2)c1 | 2.5
COc1cc(NC(=O)CCc2c(C)nc3c(c(C)nn3-c3ccccc3)c2C)cc(OC)c1OC | 3.3
C=CCN1C(=O)C(=O)N(c2ccc(OC)cc2)C1=S | 1.0
CSCCc1n[nH]c2c1CN(S(=O)(=O)c1c(C)nn(C)c1C)CC2 | -7.3
O=C(NCCc1ccc2c(c1)OCO2)c1ccc(F)cc1 | -3.4
O=C(Nc1ccc2nc(SCC(=O)N3CCCc4ccccc43)sc2c1)c1ccccc1 | -2.0
COCCN1C(=O)CC(CC(=O)N(Cc2ccccc2)CC2CC2)(c2ccccc2OC)C1=O (stereo unspecified) | -2.0
CC(C)c1ccc(NC(=O)CN2C(=O)CCc3cc(S(=O)(=O)N4CCOCC4)ccc32)cc1 | -5.7
CN(C(=O)CCN1CCCCCC1=O)C1CCCN(CCCc2ccccc2)C1 (stereo unspecified) | 1.2
Cc1cccc(N2CCN(C(=O)Cn3nnnc3CN3CCCC3)CC2)n1 | 3.1
CC1N=C2c3ccccc3N=C(SCC(=O)NCCc3ccccc3)N2C1=O (stereo unspecified) | 1.9
O=C(CCCCn1c(=O)c2ccccc2n(CC(=O)Nc2cccc(C(F)(F)F)c2)c1=O)NCc1ccc2c(c1)OCO2 | 6.4
O=C(Cn1cc(SCc2cccc(F)c2)c2ccccc21)N1CCCC1 | 3.9
COc1ccccc1NC(=O)CSc1nc(-c2ccc(C(C)(C)C)cc2)c(C#N)c(=O)[nH]1 | 5.2
CCSc1nnc(NC(=O)c2ccccc2Cl)s1 | 0.8
O=c1cc(-c2ccccc2Cl)nc(-c2cccc(CN3CCC[C@@H](O)C3)c2)[nH]1 | -1.1
CSc1nnc(/C=C/c2ccc(Cl)cc2)c(=O)n1N | -4.8

Next records:
SMILES | ROC1-CUL1 inh
CCOc1cc(CC2=NC(=O)N(CC)C2=O)ccc1OC | -13.8
COc1ccc(CC(=O)Nc2c(C)cc(C)cc2C)cc1 | -4.5
CCC(=O)Nc1ccc(Br)cc1F | 5.8
C(=C\c1ccccc1)/CSc1nnc(SC/C=C/c2ccccc2)s1 | -0.7
O=C(C1CC(c2ccccc2Cl)=NO1)N1CCOCC1 (stereo unspecified) | -3.2
NC(=O)c1c(-c2ccccc2)cc(-c2ccccc2)nc1N | -5.7
CCc1ccc2oc(-c3cccc(N=Cc4cc(Cl)ccc4O)c3)nc2c1 | -1.6
COc1ccc(C(=O)N2CCN(Cc3cccc(Cl)c3)CC2)cc1 | 2.0
CN(Cc1cccc(Cl)c1)C(=O)c1cn(Cc2c(F)cccc2F)nn1 | 2.3
CSc1ccc(C(=O)N2CCOc3ccc(CN4CCN(c5ccc(F)cc5)CC4)cc3C2)cc1 | 0.4

6 compounds already listed, arranged by their value in ROC1-CUL1 inh, lowest first:
SMILES | ROC1-CUL1 inh
NC(=O)c1c(-c2ccccc2)cc(-c2ccccc2)nc1N | -5.7
C(=C\c1ccccc1)/CSc1nnc(SC/C=C/c2ccccc2)s1 | -0.7
CSc1ccc(C(=O)N2CCOc3ccc(CN4CCN(c5ccc(F)cc5)CC4)cc3C2)cc1 | 0.4
COc1ccc(C(=O)N2CCN(Cc3cccc(Cl)c3)CC2)cc1 | 2.0
CN(Cc1cccc(Cl)c1)C(=O)c1cn(Cc2c(F)cccc2F)nn1 | 2.3
CCC(=O)Nc1ccc(Br)cc1F | 5.8

The results go on.
SMILES | ROC1-CUL1 inh
COCCN(Cc1nc(-c2ccc(OC)c3ccccc23)oc1C)C(C)C | 12.8
CN1CCN(C2Cc3ccccc3Sc3cc4c(cc32)CCC4)CC1 (stereo unspecified) | -5.2
Cc1ccc(NC(=O)N2CCc3cc(S(=O)(=O)N4CCC(C)CC4)ccc32)cc1F | -6.4
CCOc1cc(CNC)cc(Br)c1OCC | -8.2
CCc1ccc2oc(-c3cc(NC(=O)c4cc(OC)c(OC)c(OC)c4)ccc3O)nc2c1 | 0.0
CC(=O)c1ccc(NC(=O)CSc2nc(-c3ccc(C)cc3)nc3c2c(=O)n(C)c(=O)n3C)cc1 | 7.3
O=C1c2ccccc2N=C(c2ccccc2)C1Br (stereo unspecified) | -4.1
Cc1ccc(-c2nnc(CCC(=O)NCCc3cccc4ccccc34)o2)s1 | 1.3
O=C(O)CSc1cc(NS(=O)(=O)c2ccccc2)c2ccccc2c1O | 36.8*
Clc1cc(I)cc2c1OCC(Cl)C2 (stereo unspecified) | -2.4

Copied from the listing (2 entries):
SMILES | ROC1-CUL1 inh
CC1(C)CC(=O)c2c(ccc3ccccc23)O1 | 16.0
CCc1ccc(NC(=O)CSc2nc(C)cc(COC)c2C#N)cc1 | 1.4

(continued)
SMILES | ROC1-CUL1 inh
CC1(C)CC(=O)c2c(nc(SCC(=O)c3ccc(Cl)c(Cl)c3)c(C#N)c2-c2ccccc2)C1 | -3.7
CCN(c1ccccc1)c1nnc(NC(=O)Nc2ccc(Br)cc2)s1 | -0.6
Cc1oc(-c2ccoc2)nc1CN1CCCC1c1nccs1 (stereo unspecified) | -6.0
CC1(C)CC(=O)CC(=NCCCn2ccnc2)C1 | 2.3
C=CCn1c(SCC(=O)Nc2cc(Cl)ccc2Cl)nc2sc(CC)cc2c1=O | -2.7
C=CCNC(=S)N(Cc1ccc(Cl)cc1)Cc1ccccn1 | 4.5
O=C(COc1ccccc1F)NC1CCCCC1 | 8.1
Cc1cc(C)c2c(c1)N=C(CSCC(=O)Nc1ccccc1Cl)CC2=O | -6.2
Cc1cc(OCc2nc(-c3ccccc3)no2)ccc1Br | 3.7
CCOc1ccccc1NC(=O)N1CCc2c(sc3c2CCCC3)C1c1ccccc1 (stereo unspecified) | -5.7
COc1ccc(CNS(=O)(=O)c2cnc(N)nc2)cc1 | -4.2
Cc1ccsc1CN(C(=O)c1oc2ccc(Br)cc2c1C)C1CCS(=O)(=O)C1 (stereo unspecified) | -9.5
COc1ccc(-c2cc(-c3ccc(C)cc3)nc3sc(C(=O)Nc4ccccc4OC)c(N)c23)cc1 | 5.1
COC(=O)c1ccc(NC(=O)CCn2cccn2)cc1 | 8.7
Cc1cc2nc(-c3ccc(Cl)cc3)cc(C(F)(F)F)n2n1 | -5.3
NC(N)=NC(N)=Nc1ccc(SC(F)F)cc1 | 5.7
Cc1ccc(-c2cnnc(N(CCO)Cc3ccccc3)n2)o1 | 1.7
O=C1C2CCCN2C(=O)N1CCN1CCN(c2ccc([N+](=O)[O-])cc2)CC1 (stereo unspecified) | -2.5
Cc1cc(C)c(COCc2cc(/C=N/O)c(C)cc2C)cc1/C=N/O | 0.0
CC(C)NC(=O)C1CCN(S(=O)(=O)N(C)C)CC1 | 10.4
O=S(=O)(Nc1ccc(F)cc1F)c1ccc(-n2cccn2)cc1 | 13.6
CCCCn1c(=N)n(CC(=O)c2cc(C(C)(C)C)c(O)c(C(C)(C)C)c2)c2ccccc21 | 9.1
CCCCN(C)CCNC(=O)c1ccc(Cn2c(=O)[nH]c3cc(OC)c(OC)cc3c2=O)cc1 | -7.4
O=C(Nc1ccccc1Cl)C(Cc1ccccc1)N1C(=O)C2C3c4ccccc4C(c4ccccc43)C2C1=O (stereo unspecified) | 0.5
Cc1ccc(CNC(=O)c2ccc3c(c2)N(Cc2ccccc2Cl)C(=O)CS3)cc1 | 3.9
Cn1cccc1/C=C1/C(=O)ON=C1c1ccccc1 | 2.0
Cc1ccccc1N1C(=O)C(C=NC2CC2)C(=O)N(c2ccccc2C)C1=S | 6.8
CC1(C)Nc2ccccc2-c2c1ssc2=Nc1cccc(F)c1 | 6.4
Clc1ccc(SCC#CCSc2ccc(Cl)cn2)nc1 | -5.2
NCc1cc(N2CCN(c3nnc(C(F)(F)F)s3)CC2)ncn1 | -3.2
c1cc(CN2CCc3[nH]nc(-c4ccc5c(c4)OCO5)c3C2)cs1 | -0.2
S=c1[nH]nc(COc2ccccc2-c2ccno2)o1 | 0.9
CC1C(NCc2ccccc2Cl)NS(=O)(=O)C1c1ccc(F)cc1 (stereo unspecified) | 2.1
O=C1CCCCCN1CCC(=O)N1CCC2(CCCN(Cc3ccc(F)cc3)C2)C1 (stereo unspecified) | 5.5
COC(=O)c1ccccc1NC(=O)c1nc2ncccn2n1 | 0.1
O=C(Nc1ncn[nH]1)C(Sc1ccccc1)c1ccccc1 (stereo unspecified) | -1.9
COc1ccc(NC(=O)Cc2noc3ccccc23)c(OC)c1 | 8.2
O=C(CSc1nc2cc3ccccc3cc2[nH]1)Nc1cccc(C(F)(F)F)c1 | -0.3
CN1CCC(N(C)C(=O)CCC2CCCN(C(=O)/C=C/c3ccc(F)cc3F)C2)CC1 (stereo unspecified) | 5.9
Cc1ccc(Cn2c(C)c(CNC3CCCCC3)c(C(=O)O)c2C)cc1 | 1.3

Among those listed so far, these contain a furan ring, fused or not.
SMILES | ROC1-CUL1 inh
Cc1cc(C)c2c(CC(=O)Nc3ccc(S(=O)(=O)Nc4nc(C)cc(C)n4)cc3)coc2c1 | 7.0
Cc1oc(-c2ccoc2)nc1CN1CCCC1c1nccs1 (stereo unspecified) | -6.0
Cc1ccsc1CN(C(=O)c1oc2ccc(Br)cc2c1C)C1CCS(=O)(=O)C1 (stereo unspecified) | -9.5
Cc1ccc(-c2cnnc(N(CCO)Cc3ccccc3)n2)o1 | 1.7

Next part.
SMILES | ROC1-CUL1 inh
Cc1[nH]c2ccccc2c1CCN=C1CC(=O)CC(C)(C)C1 | 8.3
Cc1ccc(Oc2ncccc2CNCc2cnc(C)n2C)cn1 | -0.3
CCOC(=O)c1ccc(N=C2SC(=NNc3ccccc3)SC2=Nc2ccc(C(=O)OCC)cc2)cc1 | -2.9
Cc1cc(OC(=O)C2CCCCC2)ccc1NC(=O)C1CCCCC1 | -8.7
CSCC(=O)NCc1cccnc1N(C)C | -6.0
COc1ccc(N2CCN(C(=O)CSc3c4c(nc5ccc(Cl)cc35)CCCC4)CC2)cc1 | 3.9
CC1C(=NC(=O)/C=C/c2cccs2)C(=O)N(c2ccccc2)N1C (stereo unspecified) | 0.7
CC(C)(C)OC(=O)N1CCC(c2c(C(=O)Nc3ccc4c(c3)OCCO4)cnn2-c2ccc(F)cc2F)CC1 | -8.6
Cc1cccc(C)c1NC(=O)C(C)c1ccc(CC(C)C)cc1 (stereo unspecified) | 1.2
Cn1cnnc1-c1ccc(Cl)cc1 | 3.6
S=C(NCc1ccccc1)Nc1cccc(Cl)c1 | 8.1
Cc1ccc(C(C)C)c(Oc2ccc(N3C(=O)C4C5C=CC(C6CC56)C4C3=O)cc2)c1 (stereo unspecified) | -4.3
S=c1[nH]nc(Cn2cnc3ccccc32)n1-c1ccccc1 | -3.6
O=C(Oc1ccc(Cl)cc1)c1ccccn1 | -3.1
COc1ccc(COCC(O)CN2CCN(c3ccccc3F)CC2)cc1OC (stereo unspecified) | -5.8
CCOc1ccc(CNC(=O)C2Cc3ccccc3N2C(=O)CC)cc1OC (stereo unspecified) | -9.2

The list is partial. The share of hits here may be higher or lower than overall.
